sPLA2-III inh – human group III sPLA2 inhibitors, primary screen, biochemical, QFRET, BODIPY PC-A2 liposome substrate. hit rate 0.56% among 370,000. QFRET BODIPY PC-A2 liposome hydrolysis, fluorescence. AID 743126, 2013. Group 3 secretory phospholipase A2 (Homo sapiens), Q9NZ20. inhibition, % at 12.2 µM;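 active = inhibition above mean plus 3 SD of compounds lying within the high and low control bounds, cut at about 19% in these data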;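 note: 0% = median of test compound wells and 100% = no enzyme DMSO wells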
Target sequence (Q9NZ20 whole entry, looked up): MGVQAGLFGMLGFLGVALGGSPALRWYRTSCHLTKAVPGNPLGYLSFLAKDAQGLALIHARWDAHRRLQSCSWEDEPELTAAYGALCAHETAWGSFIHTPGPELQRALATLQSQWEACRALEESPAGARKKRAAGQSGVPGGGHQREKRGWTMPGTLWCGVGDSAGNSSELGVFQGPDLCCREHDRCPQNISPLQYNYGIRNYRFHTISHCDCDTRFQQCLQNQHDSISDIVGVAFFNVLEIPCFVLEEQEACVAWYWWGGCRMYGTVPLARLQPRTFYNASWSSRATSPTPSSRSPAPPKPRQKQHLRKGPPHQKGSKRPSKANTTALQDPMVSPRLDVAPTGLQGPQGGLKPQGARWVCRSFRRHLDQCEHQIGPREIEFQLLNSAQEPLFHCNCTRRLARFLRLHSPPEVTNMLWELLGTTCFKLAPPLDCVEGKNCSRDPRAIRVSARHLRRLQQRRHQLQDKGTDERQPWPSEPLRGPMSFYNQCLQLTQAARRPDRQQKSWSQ
SMARCA2 act – SMARCA2 (BRM) function activators, primary screen, cell-based, luminescence, high throughput. MG213 cells, MMTV-luciferase reporter, dexamethasone, overnight. activation, % at 9.1 µM. hit rate 1% among 370,000; in the data active = activation above about 7.8%;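 note: 0% = vehicle wells and 100% = reference activator wells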
ssDAF-12 act – S. stercoralis DAF-12 nuclear receptor activators, primary screen, cell-based, luminescence, HEK293, GRIP1 co-expression, lit1-tk-luc. AID 652126, 2013. HEK293 ssDAF-12/GRIP1 lit1-tk-luc reporter; % of 3 µM dafachronic acid response. activation, % at 6.8 µM. Nuclear hormone receptor DAF-12 (Strongyloides stercoralis). hit rate 1% among 370,000;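 active = activation above the mean over all tested compounds plus 3 SD, cut at about 0.9% in these data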;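 note: 0% = DMSO-only wells and 100% = 3 µM delta7-dafachronic acid wells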
GAA850 FXN act – FXN promoter activators, primary screen, cell-based, luciferase luminescence, HEK293 lucGAA850; HEK293 lucGAA850 FXN promoter luciferase reporter, 24 h; percent of 10 µM SAHA response; activation, % at 6 µM; hit rate 0.56% among 360,000; AID 540364, 2011;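 active = activation above the average of all compounds screened plus 3 SD, cutoff fixed separately per campaign, cut at about 7.5% in these data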;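 note: 0% = DMSO wells and 100% = 10 µM SAHA wells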
NPR1 activator – GC-A stimulated cGMP production enhancers – HEK293 GC-A cells, cGMP TR-FRET, EC30 ANP, primary screen; Atrial natriuretic peptide receptor 1 (Homo sapiens), P16066; 0% at EC30 ANP, 100% saturating ANP; activation, % at 10 µM; hit rate 0.14% among 370,000; in the data active = activation above about 40%
NPR2 activator – human GC-B receptor activators, primary screen, HEK293 GC-B cells, cGMP TR-FRET, EC30 CNP; activation, % at 10 µM; Atrial natriuretic peptide receptor 2 (Homo sapiens), P20594; hit rate 0.11% among 370,000; 0% at EC30 CNP, 100% saturating CNP;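 active = activation at 10 µM reaching about 35% in either raw or pattern-adjusted values, limit read from the data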
hcDAF12 agonist – H. contortus DAF-12 nuclear receptor activators, primary screen, cell-based, luminescence, HEK293, lit1-tk-luc reporter. HEK293 hcDAF-12 lit1-tk-luc reporter; 0% DMSO, 100% Δ7-dafachronic acid. activation, % at 6.8 µM. hit rate 1.4% among 370,000. AID 652067, 2013;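 active = activation above the mean of all tested compounds plus 3 SD, cut at about 5.5% in these data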;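 note: 100% = response to 3 µM Δ7-dafachronic acid high control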
DAX1 inh-1 – DAX1 (NR0B1) inhibitors, primary screen, cell-based, HEK293, Gal4-DAX1, luciferase luminescence. Nuclear receptor subfamily 0 group B member 1 (Homo sapiens), P51843. HEK293 Gal4-DAX1 luciferase reporter. inhibition, % at 6.75 µM. hit rate 0.99% among 340,000. AID 504766, 2011;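 active = inhibition above the mean over all tested compounds plus 3 SD, cut at about 4.2% in these data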;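 note: 0% = DAX1-transfected cells with DMSO and 100% = empty-vector control cells with DMSO; inhibition shows as a rise in luminescence from relieved DAX1 repression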
Target sequence (P51843 207-470 limits assumed): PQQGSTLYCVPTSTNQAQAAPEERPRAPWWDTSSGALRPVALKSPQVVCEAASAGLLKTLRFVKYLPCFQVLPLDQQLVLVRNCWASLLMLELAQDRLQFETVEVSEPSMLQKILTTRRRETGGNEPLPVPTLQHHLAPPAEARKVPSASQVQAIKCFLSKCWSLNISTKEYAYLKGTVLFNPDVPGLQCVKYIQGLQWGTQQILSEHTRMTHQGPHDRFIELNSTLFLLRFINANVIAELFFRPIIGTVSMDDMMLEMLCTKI
proKLK7 act – proKLK7 zymogen activators, primary screen, biochemical, fluorescence intensity. hit rate 0.9% among 370,000. AID 652039, 2013. purified proKLK7, EDANS-DABCYL substrate fluorescence; 100% is mature enzyme control, 0% vehicle. activation, % at 7 µM. Kallikrein-7 (Homo sapiens), P49862;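 active = activation above the mean of all tested compounds plus 3 SD, computed per campaign excluding outliers beyond control limits, cut at about 13% in these data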
DAX1 inh-2 – DAX1 (NR0B1) inhibitors on StAR promoter, primary screen, cell-based, luminescence, SF-1 (NR5A1), full-length DAX-1; inhibition, % at 6.8 µM; hit rate 1.1% among 370,000; AID 652010, 2013; HEK293T StAR-luciferase reporter, SF-1/DAX-1 repression relief;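 active = inhibition above the mean over all tested compounds plus 3 SD, cut at about 3.6% in these data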;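 note: 0% = DAX-1 cells with DMSO and 100% = cells lacking DAX-1 with DMSO; higher inhibition means more luminescence from relief of DAX-1 repression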
hgDAF12 agonist – H. glycines DAF-12 receptor agonists, primary screen, cell-based, luminescence, HEK293, GAL4 fusion, UAS-luciferase; Nuclear hormone receptor DAF-12 (Heterodera glycines), GAL4 fusion; HEK293 GAL4-hgDAF12 UAS-luciferase reporter, agonist luminescence; normalized to butyrate control; activation, % at 6.8 µM; hit rate 1.8% among 370,000; AID 687014, 2013;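 active = activation above a cutoff set at the mean of all screened compounds plus 3 SD, cut at about 10% in these data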;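 note: 0% = DMSO wells and 100% = sodium butyrate wells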
Active calls of the source: *; x = not tested or not shown. Not a hit list, and some 6.7% of all compounds hit somewhere here.

Second line of a record – sPLA2-III inh, SMARCA2 act, ssDAF-12 act, GAA850 FXN act, NPR1 activator, NPR2 activator, hcDAF12 agonist, DAX1 inh-1, proKLK7 act, DAX1 inh-2, hgDAF12 agonist
- Cc1ccc(C)c(N2N=C(C(=O)N(CC(C)C)c3c(N)n(Cc4ccccc4)c(=O)[nH]c3=O)CCC2=O)c1
    -7.1, 4.2, -1.1, -0.3, -1.8, 3.5, -1.3, 1.1, 0.7, 0.6, 0.1
- O=C(O)CCCN1C(=O)/C(=C\c2ccc(-c3nc4ccccc4s3)o2)SC1=S
    4.4, -3.1, -0.3, 0.0, -6.0, -2.1, 0.6, 1.8, 0.6, 0.0, 0.2
- COCC1CCCN(C(=O)c2ccc3oc(C(C)C)nc3c2)C1 (stereo not given)
    -4.0, 5.0, -0.6, 0.9, -0.3, 2.6, -2.2, -0.5, 0.0, 0.4, 1.6
- CCN(CC)S(=O)(=O)c1ccc(C(=O)Nc2cc3oc4ccccc4c3cc2OC)cc1
    -6.4, -0.9, -1.3, 1.8, -2.8, 3.6, -2.1, 0.5, -5.3, -0.4, 1.1
- CCOc1ccc2c(c1)C(=NNC(=O)c1ccccn1)c1cc(OCC)ccc1-2
    0.7, -2.2, -1.9, 1.2, -5.3, -4.5, -1.4, -0.6, 0.1, -0.4, -1.6
- COC(=O)C1=C(CN2CCCc3ccccc32)NC(=O)NC1c1ccc(F)cc1 (stereo not given)
    -6.2, -10.9, -3.8, -19.6, -5.3, 0.8, -7.0, -3.8, -2.1, -4.2, -17.2
- COc1cc(/C=C2\SC(=S)N(c3cccnc3)C2=O)ccc1O
    3.9, -1.6, -1.6, 0.5, -6.9, -8.0, 0.1, -0.8, 0.0, -0.3, -1.7
- Cc1nc(SCC(=O)Nc2c(C)n(C)n(-c3ccccc3)c2=O)n[nH]1
    -0.6, 2.0, -1.1, 1.9, 3.4, -0.1, -1.0, 1.5, 0.8, 0.2, -0.7
- COc1cc2c(cc1OC)CN(c1nc(CN3CCCCC3)nc3sc4c(c13)CCCC4)CC2
    -1.7, 0.5, -1.0, 1.6, -3.9, -0.6, 0.2, 0.5, -0.1, 0.4, -1.2
- O=C(Nc1cnc2ccccc2c1)N1CCCCC1
    -1.5, 7.5, 0.3, 3.9, 10.5, -7.1, 4.0, 1.2, 0.0, 3.0, 9.6
- CCOc1ccc(-c2cc(CCCC(=O)NCCc3ccc(OC)c(OC)c3OC)no2)cc1
    -11.0, -5.7, -2.0, -7.7, -2.8, -0.9, -4.1, -0.8, -0.7, -1.4, -5.9
- COc1ccc(-c2csc(NC(=O)CSc3nnnn3C)n2)cc1OC
    3.1, -3.3, -1.4, 0.7, 3.7, 0.2, -1.4, 1.7, -0.3, -1.0, -2.3
- CN(c1ccc(F)cc1)S(=O)(=O)c1ccc(Cl)c(C(=O)Nc2ccc3c(c2)CCC3)c1
    -12.6, -4.3, -1.5, -3.2, -6.2, 1.9, -3.8, -3.0, -0.2, -1.4, -1.4
- O=C(O)C12C3CCC(O3)C1(C(=O)O)C1CCC2O1 (stereo not given)
    2.5, 0.1, -0.9, -0.8, -0.3, -2.3, -1.1, 1.3, -0.4, -0.1, 1.1
- COc1ccc(Cc2nc3ccc(C(=O)NCc4cccc(C)n4)cc3o2)cc1OC
    2.0, -0.4, -1.2, 0.2, 2.3, 0.0, -1.7, -0.8, -1.7, 0.2, 1.5
- CC(=O)OC1c2ccccc2C(=O)N1Cc1ccccc1 (stereo not given)
    0.3, 0.4, -0.9, 3.6, -0.1, -6.2, -0.9, -0.3, 0.2, 0.0, -3.6
- O=c1[nH]cc(C(F)(F)F)cc1NS(=O)(=O)c1ccc([N+](=O)[O-])cc1
    -13.9, -1.2, -1.8, -1.0, 3.0, 3.5, -0.1, -0.6, 0.1, -0.1, -0.9
- O=C(Nc1cc(S(=O)(=O)N2CCOCC2)ccc1N1CCOCC1)c1cccc(Cl)c1
    -0.5, 1.5, -1.2, 0.9, 1.0, -1.1, -1.2, 1.5, -0.2, 1.1, 1.9
- CCCCNC(=O)C1CCN(Cc2ccc(OCc3ccccc3)cc2)CC1
    -11.5, 4.6, -0.1, 1.7, -1.2, -3.1, -0.5, 0.2, -0.6, -0.2, 10.7*
- COc1cccc(-n2ccnc2SCC(=O)Nc2cc(C)on2)c1
    6.9, -3.9, -1.8, 1.7, 1.8, -0.7, -1.9, -0.2, 0.0, -0.8, -3.1
- CC(C)(C)OC(=O)NN=C(c1ccc(O)cc1)c1ccc(O)cc1
    -12.4, -0.3, -1.3, 1.3, -0.5, 5.3, -0.3, 0.3, -0.5, 1.2, 1.6
- CCN(CC)C(=O)/C=C/c1ccc(OC)c(S(=O)(=O)N2CCCCC2)c1
    3.5, -1.0, -1.7, -1.1, -4.4, 1.7, -0.6, 2.1, -0.6, 0.2, -5.2
- CCOc1ccc(CNc2cccc(SC)c2)cc1
    -1.1, -4.2, -1.1, 0.1, 1.5, -4.8, 2.4, 0.1, -0.3, -0.2, -1.6
- CC1=CCC2COC(c3ccc[n+](Cc4ccccc4)c3)C1C2 (stereo not given)
    1.6, -1.0, -1.0, -1.6, 2.2, 4.9, 2.0, -0.6, -0.9, -0.4, 3.2
- Cc1cccc(-n2c(=O)[nH]c3c(C(N)=O)nc(-c4ccccc4Cl)nc32)c1
    -0.2, 0.6, -1.2, 1.5, -1.6, 3.3, -1.1, 0.3, -2.9, -0.9, -0.7
- O=C(CN(C(=O)c1ccccc1)C(=O)c1ccccc1)OCc1ccccc1
    -4.0, -3.3, -1.0, 0.2, -0.5, 0.5, -2.5, 0.9, -0.2, -0.3, -0.1
- CCOC(=O)c1c[nH]c2c(C(F)(F)F)cccc2c1=O
    4.3, -0.8, -1.6, 0.7, -0.9, 0.1, -1.0, 0.1, -1.0, 0.0, 3.1
- C=CCSc1ccc(S(=O)(=O)N2CCN(C)CC2)cn1
    -2.4, -0.6, -1.4, 1.0, -5.8, -0.3, -0.4, -0.1, -0.1, -0.9, -1.3
- COC(=O)[C@]12C[C@H](CC(=O)NCc3cccs3)C(=O)N(Cc3ccc(Cl)cc3Cl)C1=C[C@H](C1CCCC1)O[C@@H]2C
    -3.7, -3.1, -1.3, x, -26.0, -16.3, -0.1, x, -0.1, -0.5, -1.0
- Cc1ccc(Cl)cc1NC(=O)CCS(=O)(=O)c1cccc2nonc12
    1.6, -0.9, -0.2, -1.1, -1.1, -3.8, -1.1, 0.7, 0.2, 0.4, 0.6

Only DAX1 inh-2, for 2 of the compounds above:
Compound | DAX1 inh-2
Cc1cccc(-n2c(=O)[nH]c3c(C(N)=O)nc(-c4ccccc4Cl)nc32)c1 | -0.9
O=C(CN(C(=O)c1ccccc1)C(=O)c1ccccc1)OCc1ccccc1 | -0.3

Next part:
Second line of a record – sPLA2-III inh, SMARCA2 act, ssDAF-12 act, GAA850 FXN act, NPR1 activator, NPR2 activator, hcDAF12 agonist, DAX1 inh-1, proKLK7 act, DAX1 inh-2, hgDAF12 agonist
- CC(C)(C)C(=O)Nc1nnc(SCc2ccc(F)cc2)s1
    -3.8, 2.4, -0.7, 0.6, 4.8, 8.7, 1.3, -1.1, 0.4, 0.3, 2.3
- Cc1ccc2c(c1)C(=O)N1c3cc(C)c(C)cc3NC(=O)C1C(=O)N2 (stereo not given)
    6.9, 3.1, 0.1, x, 3.5, 0.7, 0.3, x, 1.6, 0.3, 0.2
- CCOC(=O)Cn1nnc2c(sc3nc4c(c(-c5ccccc5)c32)CCC4)c1=O
    2.7, 2.1, -0.9, 0.1, -15.4, -24.6, -1.2, -0.5, -0.2, 0.4, 0.4
- CCc1ccc(-n2c(SCc3cc(=O)n4cc(Br)ccc4n3)nc3[nH]ncc3c2=O)cc1
    -4.5, 0.1, -1.5, -0.1, 8.8, 7.2, -0.9, -0.8, 0.1, -0.9, -4.0
- O=S(=O)(NC1CCCCC1N1CCN(c2ccccc2F)CC1)c1ccc(Cl)cc1 (stereo not given)
    -2.1, -4.0, -1.2, -3.4, -2.1, -2.1, -1.8, 0.0, -1.6, 0.1, -1.5
- CC(C)CNC(=O)c1cc([N+](=O)[O-])ccc1N1CCOCC1
    7.6, -3.6, -1.3, 2.5, 0.9, 4.9, 3.5, -1.2, -0.1, -0.1, -2.4
- COc1ccc(S(=O)(=O)N2CCOC23CCN(S(=O)(=O)c2ccc(C)cc2)CC3)cc1
    -5.8, -1.3, -1.2, 0.5, 0.9, -2.8, -1.5, -0.2, -0.6, -0.1, -1.8
- CCc1cccc(C)c1NC(=O)c1cc(=O)[nH]c2ccc(S(=O)(=O)N3CCOCC3)cc12
    4.0, 0.8, -1.3, -0.6, -0.2, 1.4, -1.4, 0.6, -0.1, 0.8, 0.4
- Cc1cccc(NC(=O)Cc2ccc(F)cc2)c1
    -0.1, 3.2, -0.6, -0.6, -0.4, 5.6, -0.9, 0.2, 0.2, 0.1, 0.9
- CCC(CC)C1=NN2C(=N)/C(=C/c3ccc(OC(=O)c4ccco4)cc3)C(=O)N=C2S1
    -19.8, 0.6, -0.2, -1.8, -3.4, -4.0, 0.2, 0.5, -0.1, 0.5, 0.0

Compound activity from PubChem BioAssay.
